High-throughput results (PubChem BioAssay)
Platelet DG rel = modulates dense granule release in human platelets; human platelet-rich plasma, SFLLRN dense granule ATP release, luminescence; inhibition, %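 (compounds screened at 7.5 µM in platelet-rich plasma)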; actives 0.22% (n = 300,000);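 active means mean replicate score, as percent of positive control, at or above 50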
TRPC4 block = inhibitors of mouse TRPC4 channel; Q9QUQ5; HEK293 TRPC4beta/mu-opioid, DAMGO-evoked Fluo4 calcium flux; hits give low values; B-score at 10 µM; actives 0.39% (n = 300,000); AID 2247;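 active means B-score over 3 SD under the library average, no early fluorescence shift, positive overall ratio signal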
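Assay system: Stable TRPC4beta/mu-opioid receptor HEK293 cells | Reagent: DAMGO in two steps, submaximal then maximal | Compound dosing: Single concentration per test compound | Signal: Fluo4 Ca2+ flux fluorescence | Evaluation: Per-well B score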
RGS4 act = potentiators or activators of RGS4 | HEK293 M3R/inducible RGS4, carbachol calcium flux Fluo4; hits give low values | B-score at 10 µM | actives 0.92% (n = 310,000);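 active means B-score of the integrated calcium signal more than 4 SD below the library mean, with starting fluorescence not abnormally high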;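 further: negative B-score means reduced calcium response which marks RGS4 activation or potentiation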
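Assay system: HEK293 FlpIn-TREx cells, stable M3R, doxycycline-inducible RGS4 / Probe or stimulus: carbachol, ECmax concentration / Times: overnight RGS4 induction, 30 min dye load 37 °C, 20 min compound RT / Signal: kinetic calcium fluorescence imaging with Fluo4-AM dye, 2 µM / Measure: Agonist-evoked peak-minus-minimum fluorescence over baseline, integrated ratio, B score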
SKKanGAS inh = blocks kanamycin growth of S. pyogenes SKKanGAS strain; BacTiter-Glo, 6 h; inhibition, % at 7.5 µM; actives 1.3% (n = 300,000); AID 1662;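 active means mean replicate score, as percent of positive control median, at least 50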;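 further: strain carries kanamycin resistance gene driven by streptokinase promoter and grows in 40 µg/ml kanamycin; loss of luminescence reflects streptokinase promoter inhibition or plain growth inhibition; 0% = median of DMSO wells and 100% = positive control at its reference dose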
HIF act = HIF pathway transcriptional activation. U2OS HRE-luciferase reporter, luminescence; normalized: DMSO 0%, desferrioxamine 100%. activation, % at 7.5 µM (by protocol). actives 0.32% (n = 300,000). AID 1910;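 active means mean activation of at least 10% of the iron chelator positive control signal, with at least half of replicates also reaching 10%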
MrgX1 antagonist = blocks BAM8-22 activation of human MrgX1 receptor; Q96LB2; MRGX1-HEK293 calcium flux, Fluo-4, BAM8-22 antagonism; hits give low values; B-score at 10 µM; actives 1.3% (n = 310,000);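 active means calcium-response B-score plate-corrected more than 3 library SD below zero, starting fluorescence within 5 deviations, no agonist response on first addition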;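 further: peak minus trough fluorescence over baseline after final BAM8-22 challenge near maximal dose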
TRPC6 act = mouse TRPC6 channel activation. B-score at 10 µM. Q61143. HEK293-TRPC6 membrane potential dye fluorescence; hits give high values. actives 0.13% (n = 310,000);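 active means B-score of the integrated fluorescence ratio above library mean plus 3 SD, and starting fluorescence ratio within library mean plus 5 SD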;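 further: higher score means more depolarization so channel activation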
Target sequence (Q61143 whole entry, looked up): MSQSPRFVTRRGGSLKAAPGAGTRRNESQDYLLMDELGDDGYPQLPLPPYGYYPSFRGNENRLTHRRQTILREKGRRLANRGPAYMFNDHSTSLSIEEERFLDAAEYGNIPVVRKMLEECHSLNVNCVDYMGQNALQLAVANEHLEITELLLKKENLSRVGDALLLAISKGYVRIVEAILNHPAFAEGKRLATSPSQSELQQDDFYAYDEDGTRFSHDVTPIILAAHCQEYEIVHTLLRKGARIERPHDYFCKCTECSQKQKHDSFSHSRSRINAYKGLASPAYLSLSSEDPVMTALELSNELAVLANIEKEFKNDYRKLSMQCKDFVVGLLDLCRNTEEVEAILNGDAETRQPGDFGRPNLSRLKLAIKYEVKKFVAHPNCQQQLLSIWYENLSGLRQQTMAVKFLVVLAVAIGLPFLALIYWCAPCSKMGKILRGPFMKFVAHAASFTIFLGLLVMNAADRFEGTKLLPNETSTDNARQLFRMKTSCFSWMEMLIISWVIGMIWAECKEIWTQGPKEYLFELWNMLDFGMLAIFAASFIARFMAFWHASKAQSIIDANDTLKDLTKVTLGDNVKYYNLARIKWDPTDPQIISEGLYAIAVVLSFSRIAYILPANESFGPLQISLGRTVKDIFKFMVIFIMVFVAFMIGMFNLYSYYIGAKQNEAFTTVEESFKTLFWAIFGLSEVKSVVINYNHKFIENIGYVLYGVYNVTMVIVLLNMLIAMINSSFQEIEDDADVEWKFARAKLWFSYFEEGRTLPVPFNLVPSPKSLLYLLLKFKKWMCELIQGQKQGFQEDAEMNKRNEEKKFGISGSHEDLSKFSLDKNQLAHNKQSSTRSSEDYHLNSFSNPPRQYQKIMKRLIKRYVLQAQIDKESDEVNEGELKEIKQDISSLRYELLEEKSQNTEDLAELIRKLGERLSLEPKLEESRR
TRPC6 inh = inhibitors of mouse TRPC6 channel | Q61143 | HEK293-TRPC6, membrane potential dye, ACh-evoked depolarization; hits give low values | B-score at 10 µM | actives 1.1% (n = 310,000);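 active means B-score under library mean minus 3 SD, initial fluorescence not abnormally high, positive integrated signal ratio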;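 further: B-score derived from integrated fluorescence ratio over the kinetic read; more negative B-score means stronger inhibition of depolarization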
MrgX1 ag = human MrgX1 receptor agonism, primary screen; B-score at 10 µM; AID 588627; actives 0.44% (n = 310,000); Q96LB2; MrgX1-HEK293 cells, Fluo-4 calcium fluorescence, agonist mode; hits give high values;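 active means calcium response B-score plate-corrected fluorescence ratio at least 3 library SD, with starting fluorescence B-score inside 5 SD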
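Material: HEK293 cells stably expressing human MrgX1 receptor | Quantity: 15,000 cells per well | Times: Cells plated overnight, dye loaded 0.5 h 37 °C, 0.5 h room temperature | Measured by: Kinetic Fluo-4 NW fluorescence of intracellular calcium | Control set: Positive and negative controls per plate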
RGS4 block = inhibitors of human RGS4 | P49798 | B-score at 10 µM | actives 0.45% (n = 310,000) | HEK293 M3R/RGS4 inducible, Fluo-4 calcium flux; hits give high values; triggered by carbachol at its EC20 | AID 463165;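 active means B-score, a plate-corrected calcium signal, over three deviations above library mean, with baseline fluorescence within five deviations of library mean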;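 further: RGS4 expression induced by doxycycline in cells with stable M3 receptor; B-score is computed from the integrated fluorescence ratio over baseline after carbachol; higher B-score means a larger calcium signal and so more RGS4 inhibition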
MrgX1 allo act = human MrgX1 positive allosteric modulation, primary screen; actives 0.63% (n = 310,000); B-score at 10 µM; MrgX1-HEK293, Fluo-4 calcium flux, FDSS; hits give high values; Q96LB2; AID 588675;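 active means plate-corrected calcium response at least 3 library SD above typical, normal starting fluorescence, not activating the receptor alone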;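 further: compound read alongside a low EC10 to EC30 dose of BAM8-22 agonist; peak minus trough fluorescence over baseline measured at the second addition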
Active calls of the source: *; i = inactive.

Compound,TRPC6 inh,RGS4 block,MrgX1 allo act,RGS4 act,TRPC4 block,MrgX1 ag,TRPC6 act,HIF act,SKKanGAS inh,Platelet DG rel,MrgX1 antagonist
COc1ccc(OC)c(S(=O)(=O)n2nnc3ccccc32)c1,i,i,i,i,i,i,i,-0.3,1.0,4.2,i
O=S(=O)(c1ccc(-c2ccon2)s1)N1CCCC1,i,i,i,i,i,i,i,-1.0,-2.8,-2.2,i
O=C(O)CCC(=O)N1N=C(c2ccccc2)CC1c1cccs1 (centres undefined),i,i,i,i,i,i,i,-0.7,1.2,-1.7,i
CCn1cc(C(=O)Nc2cccc(NC(C)=O)c2)c2cc(OC)c(OC)cc2c1=O,i,i,i,i,i,i,i,0.3,8.0,-5.8,i
CSCC(=O)Nc1cc(C)on1,i,i,i,i,i,i,i,-0.2,-3.6,7.3,i
COc1ccc(NC(=O)CCN2C(=O)c3cccc([N+](=O)[O-])c3C2=O)cc1,i,i,i,i,i,i,i,0.0,2.0,10.9,i
O=C(CCc1ccccc1)NNC(=O)c1ccc(F)cc1,i,i,i,i,i,i,i,-0.4,-9.8,-5.0,i
Cc1ccc(CNC(=O)NC23CC4CC(CC(C4)C2)C3)cc1,i,i,i,i,i,i,i,-0.4,-1.8,-1.7,i
Cc1ncc([N+](=O)[O-])n1CCOC(=O)c1ccc(Cl)cc1Cl,i,i,i,i,i,i,i,0.0,-11.0,-1.1,i
Cn1c(CNC(=O)CCNC(=O)c2ccc(Br)cc2)cc(=O)n(C)c1=O,i,i,i,i,i,i,i,-0.1,-6.7,-5.1,i
O=C(CCSCc1ccccc1F)NCc1cccnc1,i,i,i,i,i,i,i,0.0,-3.3,0.2,i
CCc1ccccc1NC(=O)N[C@@H](C)C(=O)OC,i,i,i,i,i,i,i,-0.2,-2.4,-2.5,i
COCCNC(=O)/C(C#N)=C/c1c(N2CCCCCC2)nc2ccccn2c1=O,i,i,i,i,i,i,i,1.3,-1.9,1.0,i
CC(=O)CSc1nnc(-c2ccc3c(c2)OCO3)o1,i,i,i,i,i,i,i,0.8,-6.5,12.7,i
CCOc1cc(CNCCO)cc(Br)c1OCc1ccc(Cl)cc1,i,i,i,i,i,i,i,-0.3,2.5,-3.8,i
CCOc1cccc(C(=O)N2CCCN(C)CC2)c1,i,i,i,i,i,i,i,-1.7,-1.1,7.8,i
CC(NC(=O)C1CCN(c2nnc(-n3cccc3)s2)CC1)C12CC3CC(CC(C3)C1)C2 (centres undefined),i,i,i,i,i,i,i,-0.2,12.6,-156.0,i
Cc1nn(CC(=O)NNC(=S)Nc2ccccc2)c(C)c1[N+](=O)[O-],i,i,i,i,i,i,i,-0.8,-3.0,0.3,i
CCCC1(c2ccccc2)NC(=O)N(CC(=O)Nc2cc(OC)cc(OC)c2)C1=O (centres undefined),i,i,i,i,i,i,i,0.2,4.2,-5.7,i
Cc1[nH]nc2ncc(C(=O)c3cc(F)ccc3O)cc12,i,i,i,i,i,i,i,0.0,-1.4,13.7,i
O=C(O)CNC(=O)c1ccc(Sc2ccccc2)c([N+](=O)[O-])c1,i,i,i,i,i,i,i,-0.2,0.9,0.6,i
Cc1cc(=O)oc2cc(NC(=O)c3ccccc3C(=O)O)ccc12,i,i,i,i,i,i,i,-10.2,-0.4,-17.8,i
Nc1nc(-c2cc3c(cc2Cl)OCCO3)cs1,i,i,i,i,i,i,i,0.4,1.3,5.6,i
O=C(O)C1C2C=CC3(CN(c4cccc(C(F)(F)F)c4)C(=O)C13)O2 (centres undefined),i,i,i,i,i,i,i,0.2,-6.4,4.6,i
CN(CC(=O)Nc1ccc(Cl)c(C(F)(F)F)c1)C(=O)c1cccs1,i,i,i,i,i,i,i,-0.2,5.4,-4.5,i
Clc1ccc(OCc2nnc3n2CCCCC3)c(Cl)c1,i,i,i,i,i,i,i,0.4,4.2,4.9,i
O=C(NCC(c1cccs1)N1CCOCC1)c1ccc(Cl)c(S(=O)(=O)N2CCOCC2)c1 (centres undefined),i,i,i,i,i,i,i,0.0,4.3,3.6,i
COCC(C)N=CC1=C(O)CC(C)(C)CC1=O (centres undefined),i,i,i,i,i,i,i,-0.1,-7.8,4.1,i
O=c1c(F)cn(C2CCCO2)c(=O)n1Cc1c(Cl)cccc1Cl (centres undefined),i,i,i,i,i,i,i,-0.3,2.3,-7.6,i
CC(=O)Nc1sc2c(c1C#N)CCC2,i,i,i,i,i,i,i,0.1,-4.3,7.7,i
O=S(=O)(c1cccc(-c2nnc(-c3ccc(Br)cc3)o2)c1)N1CCCCCC1,i,i,i,i,i,i,i,-1.1,-4.1,1.6,i
O=C(N/C(=C\c1ccc([N+](=O)[O-])cc1)C(=O)N1CCCCC1)c1ccc(Br)o1,i,i,i,i,i,i,i,0.2,2.8,3.4,i
CCN(CC)C(=O)COc1ccc2c(-c3ccccc3)cc(=O)oc2c1,i,i,i,i,i,i,i,-0.2,-3.2,-5.5,i
Cc1ccc(Cl)cc1NC(=S)Nn1cnnc1,i,i,i,i,i,i,i,-0.2,6.4,-3.3,i
CC(C)CCn1c(COc2ccccc2)nn(CCC#N)c1=S,i,i,i,i,i,i,i,0.7,3.6,4.7,i
Nc1cc(Cl)ccc1Nc1ccncc1,i,i,i,i,i,i,i,-0.7,-1.7,2.1,i
O=C(CSc1nnc(-c2ccncc2)n1Cc1ccccc1)Nc1nccs1,i,i,i,i,i,i,i,0.2,1.2,1.3,i
Cc1oc2c(C)c(O)ccc2c(=O)c1-c1ccc2ccccc2n1,i,i,i,i,i,i,i,-1.1,-3.9,5.4,i
N=C1c2ccccc2CN1NC(=O)CC12CC3CC(CC(C3)C1)C2,i,i,i,i,i,i,i,0.1,-3.8,14.5,i
COC(=O)Nc1ccc(S(=O)(=O)Nc2ccc(O)cc2)cc1,i,i,i,i,i,i,i,-0.6,3.7,0.1,i
COC(=O)c1ccc(COc2ccc(C#N)cc2)o1,i,i,i,i,i,i,i,-0.1,-1.6,-3.7,i
CC(C)(C)c1cc(CN2CCCCC2)cc(C(C)(C)C)c1O,i,i,i,i,i,i,i,0.2,-7.9,8.9,i
Cn1cnnc1-c1cccc(NS(=O)(=O)c2ccc(N3CCCC3=O)cc2)c1,i,i,i,i,i,i,i,0.1,-4.7,-0.9,i
COc1ccc(NC(=O)CSc2nnc(-c3cccc(O)c3)o2)cc1,i,i,i,i,i,i,i,3.0,1.5,7.1,i
COc1ccc(/C(C)=N/NC(=O)c2ccccc2OCc2ccccc2)c(OC)c1,i,i,i,i,i,i,i,3.7,-4.1,1.1,i
CCCN1Cc2cccc(C(=O)NC(CC(=O)OCC)c3ccc(C)cc3)c2C1=O (centres undefined),i,i,i,i,i,i,i,-0.1,-1.1,6.0,i
CCNC(=O)C(=O)NCC1CCCN1S(=O)(=O)c1cccs1 (centres undefined),i,i,i,i,i,i,i,-0.7,-2.1,16.8,i
CCOCCn1c(=O)c2c(nc3n2CCCN3CCc2ccccc2)n(C)c1=O,i,i,i,i,i,i,i,-0.2,0.5,-28.8,i
CCOC(=O)C1=C(C)N=c2s/c(=C\c3ccncc3)c(=O)n2C1c1ccc2c(c1)OCO2 (centres undefined),i,4.7*,i,i,i,i,i,-0.4,0.1,7.2,i
C/C(=N\Nc1ccc(Cl)c(C(=O)O)c1)c1ccc[nH]1,i,i,i,i,i,i,i,0.5,10.1,8.8,i
COc1ccccc1N(C(=O)c1ccco1)C(C(=O)NC1CCCC1)c1ccc(N2CCOCC2)cc1 (centres undefined),i,i,i,i,i,i,i,2.8,10.5,1.5,i
Cc1nn(CC#N)c(=O)n1-c1ccc(C(C)C)cc1,i,i,i,i,i,i,i,-0.2,-2.5,10.4,i
COCCn1c(=NC(=O)CCS(=O)(=O)c2ccccc2)sc2cc(C(=O)OC)ccc21,i,i,i,i,i,i,i,-0.3,-5.5,9.0,i
c1csc(-c2cnc3ccccc3n2)c1,i,i,i,i,i,i,i,3.1,3.1,-2.3,i
Cc1cccc(NC(=O)CSc2c3c(nc4ccccc24)CCC3)n1,i,i,i,i,i,i,i,-0.1,-3.2,1.0,i
COc1ccc(CC(=O)NCc2cccs2)cc1OC,i,i,i,i,i,i,i,-10.2,-0.3,0.4,i

Additional records:
Compound,TRPC6 inh,RGS4 block,MrgX1 allo act,RGS4 act,TRPC4 block,MrgX1 ag,TRPC6 act,HIF act,SKKanGAS inh,Platelet DG rel,MrgX1 antagonist
CCNC(=O)C1CCCN(c2nc(C)cc(C)n2)C1 (centres undefined),i,i,i,i,i,i,i,-0.1,10.1,1.8,i
CCOC(=O)c1cc(-c2ccccc2)nn1CC1CC(c2ccc(Cl)cc2)=NO1 (centres undefined),i,i,i,i,i,i,i,-1.9,-0.7,-0.4,i
O=C(c1cc(C2CC2)on1)N1CCN(c2ccccc2)CC1,i,i,i,i,i,i,i,1.1,-1.0,3.3,i
Cc1cc(C(=O)OCC(=O)Nc2ccc(F)cc2)c(C)o1,i,i,i,i,i,i,i,-33.9,-6.2,-2.8,i
Cc1ccc(CNC(=O)CO/N=C/c2ccc3c(c2)OCO3)cc1,i,i,i,i,i,i,i,-0.3,-5.6,3.9,i
S=C(NC1CCCCC1)N1CCN(C/C=C/c2ccccc2)CC1,i,i,i,i,i,i,i,-0.1,0.4,1.7,i
CN1C(=O)c2ccc(C(=O)Nc3cccnc3)cc2C1=O,i,i,i,i,i,i,i,0.1,7.7,-6.7,i
CN(C)S(=O)(=O)c1ccc(N2CCCC2)c(C(=O)Nc2nc3c(ccc4ccccc43)s2)c1,i,i,i,i,i,i,i,-1.0,7.2,4.8,i
CCOC(=O)C1=C(C)NC(=O)NC1c1ccc(Br)o1 (centres undefined),i,i,i,i,i,i,i,1.2,-2.7,-4.0,i
Oc1c(Br)cc(Br)cc1CNc1nccs1,i,i,i,i,i,i,i,-0.3,18.8,-1.1,i
O=C(NCC1CCCO1)c1ccc2c(=O)n(CCc3ccccc3)c(=O)[nH]c2c1 (centres undefined),i,i,i,i,i,i,i,0.9,-2.2,-0.5,i

Compounds as they come. About 6.1% of those tested had a hit in this group.
